Screening results as filed in PubChem BioAssay.
KB-V1 MDR tox = qHTS assay for MDR1-selective chemotherapeutics: Primary screen using the drug-selected MDR subline cells KB-V1 | KB-V1 MDR cells viability, CellTiter-Glo, 72 h | Potency, µM (highest dose often 46.1 µM), for inactives: at the highest dose activity change, negative = cytotoxicity, usual class: cytotoxic | 400,000 compounds, 3.4% hits | AID 1347076, 2019; further: potency means the concentration at half of the fitted maximal effect; on the % scale 0 is the no-effect control and ±100 the full control effect; nearly all actives have a fitted effect of over 60% in size
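Drug-selected KB-V1 cells, grown in DMEM lacking phenol red with 10% FBS, receive compound titrations; after three days at 37 degrees C, surviving cell ATP is quantified by CellTiter-Glo luminescence and responses normalized and curve-fitted.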
ATXN viability = Viability Counterscreen for Primary qHTS for Inhibitors of ATXN expression; 400,000 compounds, 0.49% hits; S2 cells (HEK-293 line with an ATXN2-luciferase reporter) viability, CellTiter-Fluor protease fluorescence, 24 h; AID 651635, 2014; Potency, µM (doses to about 56.7 µM), usual class: cytotoxic; further: potency means the concentration at half of the fitted maximal effect; nearly all actives have a fitted effect of over 40% in size
HT1080 IDH1KD tx = qHTS for induction of synthetic lethality in tumor cells producing 2HG: qHTS for the HT-1080-IDH1KD cell line | HT-1080 IDH1 knockdown viability, ATP luminescence, 48 h | Potency, µM (doses to about 46.1 µM), inactives show at the top dose activity, negative = toxicity, most hits filed as cytotoxic | 360,000 compounds, 2% hits;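 further: potency means the concentration at half of the fitted maximal effect; 0% = DMSO wells and -100% = cell-free medium wells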
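After a 2 h attachment period, IDH1KD HT-1080 cells took pin-transferred compound for 48 h at 37 °C; ATP-based luminescence after 10 min room-temperature reagent incubation reported viability.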
ATXN2 expr inh = Primary qHTS for Inhibitors of ATXN expression; HEK-293 ATXN2-luciferase reporter, luminescence, 24 h; Potency, µM (doses to about 57 µM), without a hit: at the highest dose activity change, negative = inhibition, hits mostly inhibitors; 360,000 compounds, 0.72% hits; AID 1745845, 2022; further: potency means the concentration at half of the fitted maximal effect; on the % scale 0 is the no-effect control and ±100 the full control effect; nearly all actives have a fitted effect of over 55% in size
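ATXN2-luciferase reporter cells (luciferase flanked by upstream and downstream ATXN2 gene portions) were treated 24 h at 37 °C with compounds at up to 57 uM. SteadyGlo luminescence gave expression; GF-AFC fluorescence gave viability.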
IL1B secr inh = qHTS for Inhibitors of Inflammasome Signaling: IL-1-beta AlphaLISA Primary Screen | THP-1 LPS/ATP IL-1B secretion, AlphaLISA, 16 h; hits give low values | activity change, % at 57.5 µM | 360,000 compounds, 4.7% hits | AID 743279, 2014; in the data active means activity change below about -50%; inconclusive means mostly about -30% to -49%; further: on the % scale 0 is the no-effect control and ±100 the full control effect
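Secreted IL-1B measured by AlphaLISA bead assay after 16 h compound exposure of THP-1 cells; compounds (final up to 57.5 uM) added 1 h before LPS (250 ng/mL) and ATP (1.25 mM) stimulation; lower signal means less secretion.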
SW480 rerep = A quantitative high throughput screen for small molecules that induce DNA re-replication in SW480 colon adenocarcinoma cells; Potency, µM (doses to about 46.1 µM), for the others: at the top dose re-replication activation, usual class: activators; AID 624297, 2012; 340,000 compounds, 1.8% hits; SW480 DNA re-replication, Hoechst DNA content imaging, 48 h; further: potency means the concentration at half of the fitted maximal effect; % of control where 0% means no effect; nearly all actives have a fitted effect of over 55% in size
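Compounds, transferred as 23 nL by pin tool, were incubated with cells for 48 hr; DNA content per nucleus was then quantified by Hoechst staining and fluorescence plate imaging.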
MCF10A rerep = A quantitative high throughput screen for small molecules that induce DNA re-replication in MCF 10a normal breast cells; 350,000 compounds, 2.9% hits; MCF 10A DNA re-replication, Hoechst nuclear intensity, 48 h; Potency, µM (series often up to 46.1 µM), inactives show at the top dose activity, positive = re-replication, most hits filed as activators; further: potency means the concentration at half of the fitted maximal effect; % of control where 0% means no effect; nearly all actives have a fitted effect of over 50% in size
HT1080NT lethal = qHTS for induction of synthetic lethality in tumor cells producing 2HG: qHTS for the HT-1080-NT fibrosarcoma cell line; HT-1080-NT fibrosarcoma viability, CellTiter-Glo ATP luminescence, 48 h; Potency, µM (top dose mostly 46.1 µM), for the others: top-dose activity, negative = less viability, actives largely listed as cytotoxic; 360,000 compounds, 1.6% hits;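 further: NT is the 2HG producing partner of a matched IDH1 knockdown line; potency means the concentration at half of the fitted maximal effect; 0% = DMSO-treated cells and -100% = media-only wells without cells; nearly all actives have a fitted effect of over 55% in size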
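Compounds were tested in concentration-response format on HT-1080-NT cells for 48 hours at 37 degrees C. Cell viability came from CellTiter-Glo luminescence; curves were classified by r2, response magnitude and activity.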
KB-3-1 cytotox = qHTS assay for MDR1-selective chemotherapeutics: Primary screen using the parental adenocarcinoma cell KB-3-1; KB-3-1 viability, CellTiter-Glo ATP luminescence, 72 h; Potency, µM (top dose mostly 46.1 µM), for inactives: at the highest dose activity change, negative = cytotoxic, hits mostly cytotoxic; 400,000 compounds, 1.4% hits; further: potency means the concentration at half of the fitted maximal effect; on the % scale 0 is the no-effect control and ±100 the full control effect; nearly all actives have a fitted effect of over 60% in size
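Viability of parental KB-3-1 cells, measured by CellTiter-Glo luminescence, followed a 72 h incubation at 37 °C with pinned compounds in phenol-red-free DMEM containing 10% FBS.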
The depositor's hits bear a star; i = inactive; ? = inconclusive; / = no result given; [ ] = another dose, or the depositor's remark. Unless noted, the call rests on the fitted dose curve; in most records, active means well fitted curve in the direction sought with a large enough effect; inconclusive means small, poorly fitted or top-dose-only effect, or another doubt; inactive means no such curve, though single readings can be large; an effect the other way counts as inactive or inconclusive.

cpd	molecule	KB-V1 MDR tox	ATXN viability	HT1080 IDH1KD tx	ATXN2 expr inh	IL1B secr inh	SW480 rerep	MCF10A rerep	HT1080NT lethal	KB-3-1 cytotox
1	Cc1sc2ncnc(SCC(=O)NNC(=O)c3ccco3)c2c1C	?	i	7%	/	-15	?	-3%	1%	6%
2	O=C(O)CN1C(=O)/C(=C/c2ccsc2)SC1=S	17%	i	15%	17%	17	-6%	?	16%	27%
3	O=C(NCc1ccccc1Cl)c1csc([C@@H]2O[C@H](CO)[C@H](O)[C@H](O)[C@H]2O)n1	5%	i	23%	5%	0	/	/	11%	0%
4	COc1cc2c(cc1OC)C(COc1ccc3c(C)cc(=O)oc3c1)N(C(=O)c1ccccc1C)CC2 (stereo unspecified)	-2%	i	/	0%	/	/	/	/	-2%
5	COc1ccc(/C=N/NC(=O)c2nc(-c3ccccc3)cc(-c3ccccc3)n2)cc1	-3%	i	-2%	-13%	-80*	2%	?	-6%	-12%
6	COc1ccc(-c2nnc(COc3ccc(Br)cc3C)o2)cc1	2%	i	1%	/	0	1%	4%	12%	2%
7	COc1cc(/C=N/NC(=O)c2cc(C)oc2C)ccc1O	?	i	14%	1%	-10	?	7%	20%	?
8	COCCOC(=O)c1ccc(NC(=O)COc2ccc([N+](=O)[O-])cc2)cc1	-4%	i	-17%	?	9	5%	-5%[9.22 µM]	-13%	6%
9	CCc1nnc2c(Nc3cc(OC)c(Cl)cc3OC)nc3ccccc3n12	17%	i	/	13%	/	/	/	/	14%
10	CC(C)Cc1cc(C(=O)Nc2cccc(O)c2)no1	10%	i	0%	/	0	-5%	2%	-6%	-7%
11	Cc1nc(-n2cc(F)c(=O)[nH]c2=O)c2nc(C)oc2n1	20%	?	0%	-3%	-28	-16%	-1%	11%	13%
12	Cc1cccc(C(=O)Nc2ccc(NC(=O)CN3CCOCC3)cc2)c1	-2%	i	12%	-31%	-4	-5%	20%	20%	-9%
13	O=C(COc1ccccc1F)OCC(=O)c1ccc([N+](=O)[O-])cc1	-9%	i	0%	4%	?	-1%	9%	0%	0%
14	Cc1cc(C(=O)NC2CC(C)(C)Cc3c2cnn3-c2ccccc2)n[nH]1 (stereo unspecified)	-13%	i	-6%	132%[activator]	-2	3%	2%	-8%	?
15	Cc1cccc(NC(=S)NCc2ccc3c(c2)OCO3)c1C	20%	i	14%	-1%	-11	-4%	2%	11%	18%
16	Cc1cccc(N2CC(C(=O)OCC(=O)c3ccc(OC(=O)c4cccs4)cc3)CC2=O)c1C (stereo unspecified)	2%	i	8%	6%	-24	-1%	11%	5%	8%
17	CCN(CC(=O)NC(=O)NC1CCCC1)Cc1ccccc1	?	i	1%	0%	1	-6%	1%	7%	-15%
18	O=C1C2CCCN2C(=S)N1c1ccc(Cl)cc1 (stereo unspecified)	?	i	7%	-12%	-14	14%	1%	16%	4%
19	CCOc1ccc(C2=NNC(c3cccs3)=Nc3ccc(OC)cc32)cc1OCC	-15%	i	9%	24%	0	7%	5%	0%	-1%
20	COC(=O)c1sccc1NC(=O)Nc1cc(C)cc(C)c1	?	i	11%	8%	-7	-5%	0%	4%	2%
21	COc1ccc(-n2nc(C(=O)Nc3ccc(Br)cc3C)c3c4ccccc4n(C)c3c2=O)cc1	12%	i	/	12%	/	/	/	/	3%
22	O=C(NNC(=S)Nc1ccccc1Cl)C1CC1	?	i	0%	0%	10	0%	1%	22%	15%
23	COc1ccc(-n2c(C)cc(/C=C3\SC(=S)N(Cc4ccco4)C3=O)c2C)cc1	-6%	i	12%	35%[activator]	-5	2%	?	1%	-5%
24	Cc1ccc(C(C)NC(=O)c2ccc3c(c2)OCO3)cc1C (stereo unspecified)	-1%	?	-3%	3%	19	-2%	-3%	3%	-3%
25	COc1ccc(OC)c(S(=O)(=O)N2CCN(CC(O)CN3CCOCC3)CC2)c1 (stereo unspecified)	6%	i	-3%	10%	12	4%	?	3%[9.24 µM]	3%
26	CCNC(=S)N=Nc1c(O)n(Cc2ccc(Cl)cc2)c2ccccc12	?	?	?	-7%	-5	?	?	?	?
27	CC(C)C(C(=O)NC1CCCC1)N(CC1CCCO1)C(=O)CNS(=O)(=O)c1ccccc1 (stereo unspecified)	?	i	13%	1%	3	-2%	-14%	1%	1%
28	O=C(C1=NN(c2ccccc2)C2C(=O)N(c3cccc(Cl)c3)C(=O)C12)c1ccccc1 (stereo unspecified)	14%	/	9%	-11%	-4	-2%	?	0%	0%
29	Cc1cccc(C)c1-n1ncc(C(=O)NC2CCCC2)c1C1CCNCC1	30%	i	5%	10%	13	-10%	-1%	7%	9%
30	c1ccc(C2(c3ccccc3)OCC(Cn3cncn3)O2)cc1 (stereo unspecified)	14%	i	-13%	0%	32	-1%	?	1%	-7%

From no. 21 up to 30, as listed above:
cpd	molecule	KB-V1 MDR tox	ATXN viability	HT1080 IDH1KD tx	ATXN2 expr inh	IL1B secr inh	SW480 rerep	MCF10A rerep	HT1080NT lethal	KB-3-1 cytotox
21	COc1ccc(-n2nc(C(=O)Nc3ccc(Br)cc3C)c3c4ccccc4n(C)c3c2=O)cc1	12%	i	/	12%	/	/	/	/	3%
22	O=C(NNC(=S)Nc1ccccc1Cl)C1CC1	?	i	0%	0%	10	0%	1%	22%	15%
23	COc1ccc(-n2c(C)cc(/C=C3\SC(=S)N(Cc4ccco4)C3=O)c2C)cc1	-6%	i	12%	35%[activator]	-5	2%	?	1%	-5%
24	Cc1ccc(C(C)NC(=O)c2ccc3c(c2)OCO3)cc1C (stereo unspecified)	-1%	?	-3%	3%	19	-2%	-3%	3%	-3%
25	COc1ccc(OC)c(S(=O)(=O)N2CCN(CC(O)CN3CCOCC3)CC2)c1 (stereo unspecified)	6%	i	-3%	10%	12	4%	?	3%[9.24 µM]	3%
26	CCNC(=S)N=Nc1c(O)n(Cc2ccc(Cl)cc2)c2ccccc12	?	?	?	-7%	-5	?	?	?	?
27	CC(C)C(C(=O)NC1CCCC1)N(CC1CCCO1)C(=O)CNS(=O)(=O)c1ccccc1 (stereo unspecified)	?	i	13%	1%	3	-2%	-14%	1%	1%
28	O=C(C1=NN(c2ccccc2)C2C(=O)N(c3cccc(Cl)c3)C(=O)C12)c1ccccc1 (stereo unspecified)	14%	/	9%	-11%	-4	-2%	?	0%	0%
29	Cc1cccc(C)c1-n1ncc(C(=O)NC2CCCC2)c1C1CCNCC1	30%	i	5%	10%	13	-10%	-1%	7%	9%
30	c1ccc(C2(c3ccccc3)OCC(Cn3cncn3)O2)cc1 (stereo unspecified)	14%	i	-13%	0%	32	-1%	?	1%	-7%

Other results follow.
cpd	molecule	KB-V1 MDR tox	ATXN viability	HT1080 IDH1KD tx	ATXN2 expr inh	IL1B secr inh	SW480 rerep	MCF10A rerep	HT1080NT lethal	KB-3-1 cytotox
31	O=C(CN(Cc1ccccc1F)C(=O)c1csnn1)NCc1ccc2c(c1)OCO2	-33%	i	2%	-7%	3	-17%	-3%	9%	-9%
32	COc1ccc(C(=O)N2CCCC(c3cc(C(=O)NCc4cccnc4)no3)C2)cc1 (stereo unspecified)	-5%	i	-11%	-11%	13	/	/	1%	-1%
33	C=CCN1C(=O)c2ccc(C(=O)N(C)Cc3ccc(C)o3)cc2C1=O	6%	i	16%	9%	8	-4%	-1%	0%	21%
34	Cc1ccccc1NC(NC(=O)OCCn1c([N+](=O)[O-])cnc1C)C(Cl)(Cl)Cl (stereo unspecified)	-27%	i	-7%	6%	31	11%	4%	-3%	-1%
35	CC(Oc1ccc2c3c(c(=O)oc2c1)CCCC3)C(=O)NC1CC(C)(C)NC(C)(C)C1 (stereo unspecified)	11%	i	-27%	-10%	-11	-32%[inhibitor]	3%	-21%	0%
36	CCOC(=O)c1c(C)c(C(=O)NCCCN2CCCC2=O)c(C)n1CC	?	i	10%	-1%	-1	-8%	15%	10%	0%
37	CCc1ccc(-c2nc(CN3CCC(C(=O)NCCN(CC)c4ccccc4)CC3)c(C)o2)cc1	4.6µM*	?	6%	-22%	-97*	?	?	3%	1%
38	CN1CCN(c2ncnc3c2ncn3[C@H]2CN(Cc3ccc(F)cc3)C[C@@H](CO)O2)CC1	3%	i	0%	8%	21	/	/	5%	0%
39	CNC(=O)c1cccc(NC(=O)c2ccccc2OCc2ccccc2)c1	-16%	i	-30%	-5%	6	-5%	2%	-20%	-2%
40	O=[N+]([O-])c1cc(S(=O)(=O)Nc2ccccc2)ccc1NCc1cccnc1	?	?	0%	-19%	-5	-4%	12%	-2%	-5%
41	COc1ccc(Br)cc1CNC(=O)c1cc2c(=O)n(C)c3ccccc3c2s1	?	i	/	7%	/	/	/	/	16%
42	Cc1ccc(-c2csc(N)n2)cc1	21%	i	0%	13%	-14	-4%	-8%	-1%	-10%
43	Cc1cccc(C(=O)NCC(=O)N2CC=C(c3ccccc3)CC2)c1	-13%	/	?	/	15	-1%	?	-15%	?
44	CC(C)CNC(=O)CCc1nc(-c2ccccc2)no1	-7%	i	12%	-37%	23	-14%	-6%	13%	9%
45	COC(=O)C1=C(C)N(C)C(=S)NC1c1ccccc1 (stereo unspecified)	-5%	i	-4%	-3%	13	5%	7%	2%	-3%
46	Cc1ccc2c(CNCC(C)c3ccccc3)c(C(=O)O)n(Cc3ccccc3C)c2c1 (stereo unspecified)	0%	i	/	9%	/	/	/	/	2%
